Bioassay records deposited in PubChem by Broad Institute.
esBAF inh – SWI/SNF esBAF complex inhibition; reporter increase, % at 12.5 µM; AID 602393; hit rate 2% among 350,000; mouse ES cells, Bmi1-luciferase knock-in reporter, 24 h; 100% = twice the neutral-well signal; in the data active means activation above about 40%; inconclusive means no clear call, values can overlap the other calls;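 further: 0% = median of the plate's neutral control wells and 100% = double that signal; a rise in the Bmi1 reporter signal indicates esBAF inhibition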
ARNT TACC3 PPI – disruptors of human ARNT/TACC3 interaction; Q9Y6A5; AlphaScreen His-ARNT PAS-B/GST-TACC3 binding, luminescence; TACC3 fragment carries E629A point mutation; inhibition, % at 9.99 µM; hit rate 0.66% among 390,000; AID 623870;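 active means mean inhibition of replicates at least 50% and at least half of replicates each reaching 50%; inconclusive means half or more replicates reach 50% but mean below 50%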;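 further: 0% = complete ARNT plus TACC3 wells and 100% = ARNT alone without TACC3; many hits fall short of the cut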
RAD54 branch – inhibitors of human RAD54 branch migration; inhibition, % at 10.4 µM; Q92698; RAD54 Holliday junction branch migration, FAM/BHQ fluorescence; hit rate 0.14% among 360,000;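 active means mean normalized replicate activity at least 40 and at least half of replicates scoring 40 or more; inconclusive means only one of the two criteria met; inactive means mean below 40 and under half of replicates reaching 40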;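 further: 0% = median of neutral control wells and 100% = median of positive control wells; inhibitors cause a drop in the FAM fluorescence signal; in these data hits start at about 50%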
RAD52 anneal inh – RAD52 (human) annealing inhibition. AID 651710. recombinant RAD52 DNA annealing, FRET fluorescence. inhibition, % at 18.7 µM. hit rate 0.46% among 360,000. P43351;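 active means every replicate showing at least 50% inhibition; inconclusive means mean inhibition at least 50% but not in every replicate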
E-sel inducer – induces E-selectin expression in human endothelial cells; HUVEC E-selectin immunofluorescence imaging; normalized: neutral wells 0, TNF-alpha wells 100; activation, % at 7.58 µM; hit rate 0.37% among 260,000; AID 686992;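 active means mean E-selectin-positive cell signal at least 10% of the positive control, reached in at least 60% of replicates, without over 20% cell loss; inconclusive means no rule given, readout overlaps actives, possibly toxicity-flagged; inactive means the rest, including those meeting only one limit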;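 further: in these data hits start at about 27%; measured in HUVEC primary endothelial cells; signal is the percent of cells scored E-selectin positive by PE staining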
Target sequence (P16581 whole entry, looked up): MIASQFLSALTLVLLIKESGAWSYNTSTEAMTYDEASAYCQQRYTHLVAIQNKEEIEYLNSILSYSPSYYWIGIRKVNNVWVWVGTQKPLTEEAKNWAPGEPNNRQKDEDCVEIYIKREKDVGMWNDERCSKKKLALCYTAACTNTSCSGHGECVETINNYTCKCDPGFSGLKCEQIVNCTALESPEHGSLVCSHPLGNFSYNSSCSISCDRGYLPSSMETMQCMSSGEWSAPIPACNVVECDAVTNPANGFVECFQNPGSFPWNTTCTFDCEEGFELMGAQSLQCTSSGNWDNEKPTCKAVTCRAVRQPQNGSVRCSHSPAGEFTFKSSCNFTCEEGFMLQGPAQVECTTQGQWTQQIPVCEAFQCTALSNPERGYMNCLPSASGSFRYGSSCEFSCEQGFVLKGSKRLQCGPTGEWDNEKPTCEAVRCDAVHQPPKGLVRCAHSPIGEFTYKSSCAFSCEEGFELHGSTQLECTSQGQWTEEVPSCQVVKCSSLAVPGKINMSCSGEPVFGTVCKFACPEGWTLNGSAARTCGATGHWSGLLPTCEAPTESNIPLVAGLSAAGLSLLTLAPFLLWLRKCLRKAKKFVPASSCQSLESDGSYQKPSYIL
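Material: HUVEC primary endothelial cells; Amount: 3,000 cells per well; Dosing: single concentration; Medium: EGM-2 growth medium on 0.1% gelatin-coated wells; Read-out basis: percent E-selectin-positive cells; Signal: immunofluorescence imaging; Control set: TNF-alpha, DMSO.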
ERp5 inh – blocks human ERp5 reductase activity on insulin; Q15084; ERp5 insulin aggregation, absorbance 650 nm, 90 min; inhibition, % at 9.99 µM; hit rate 0.05% among 350,000; AID 651711;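 active means mean replicate inhibition above about 25%, with every replicate also reaching it, limit read from the data, passing the limit was not always enough; inconclusive means only one of those two criteria met; inactive means neither criterion met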
Casp6 inh – inhibitors of human caspase-6; P55212; purified caspase-6, Z-VEID-R110 cleavage fluorescence; inhibition, % at 12.5 µM; hit rate 0.53% among 350,000; AID 686996;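 active means mean inhibition across replicates at least about 35%, with every replicate also reaching that limit, limit read from the data; inconclusive means only one of the two criteria met; inactive means neither criterion met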;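 further: 0% = median of neutral control wells and 100% = no fluorescence left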
Target sequence (P55212 24-179 limits assumed): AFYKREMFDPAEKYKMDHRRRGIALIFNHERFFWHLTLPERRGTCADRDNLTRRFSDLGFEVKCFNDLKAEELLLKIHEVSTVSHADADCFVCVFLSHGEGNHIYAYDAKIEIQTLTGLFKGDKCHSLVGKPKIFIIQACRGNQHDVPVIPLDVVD
Target sequence (P55212 194-293 limits assumed): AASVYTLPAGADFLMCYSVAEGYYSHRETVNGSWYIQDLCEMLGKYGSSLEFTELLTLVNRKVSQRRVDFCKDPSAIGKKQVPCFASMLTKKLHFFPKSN
PglD inh – PglD (C. jejuni) enzyme inhibition. hit rate 0.098% among 360,000. inhibition, % at 12.5 µM. purified PglD enzyme, DTNB colorimetric CoA detection; in the data active means inhibition above about 16%, passing the limit was not always enough; inconclusive means no clear call, values can overlap the other calls; further: strong numbers were not always called active
* = called active by the depositor; u = inconclusive; x = not tested or not shown. An unsorted share of the library. About 3.2% of those tested had a hit in this group.

Fields – esBAF inh	PglD inh	RAD52 anneal inh	ARNT TACC3 PPI	RAD54 branch	Casp6 inh	E-sel inducer	ERp5 inh
CC(=O)c1cccc(NC(=O)CSc2nc(=O)n(CCN3CCOCC3)c3c2CCC3)c1
  -2.1	3.9	2.2	2.5	2.6	1.4	0.2	-0.3
CCCNC(=O)C1(CC2CC(c3ccccc3)=NO2)CCN(C(=O)c2ccccc2)CC1 (stereo unspecified)
  1.2	1.1	-7.0	-2.0	4.8	1.3	0.0	3.0
Cn1c(=O)c2c(nc(NCc3ccc4c(c3)OCO4)n2C)n(C)c1=O
  1.9	-1.9	x	33.9	-14.7	x	x	x
N=c1n(CCN2CCOCC2)c2ccccc2n1CC(=O)c1cccc([N+](=O)[O-])c1
  10.0	-3.4	-0.5	-2.7	2.6	-0.4	0.5	1.1
C[C@@H]1CN([C@@H](C)CO)S(=O)(=O)c2ccc(C#CC3CC3)cc2O[C@@H]1CN(C)C(=O)c1ccncc1
  -6.4	-1.1	9.2	-2.5	0.2	1.9	0.0	1.1
CCOC(=O)c1c(C)[nH]c(C)c1C(=O)CSc1nc2ccccc2n1CCOC
  x	9.1	-5.2	-0.4	-15.9	0.6	0.9	-2.7
Cc1cc(=O)oc2c(C)c(OC(C)C(=O)NCCCN3CCOCC3)ccc12 (stereo unspecified)
  -2.5	-7.0	-7.6	3.5	-14.1	0.4	-0.2	x
C=CCc1ccccc1OCCn1ccnc1
  1.7	-0.4	x	-4.3	4.5	x	x	x
CC(C)CCN1CCN(Cc2ccc(C#CCCO)cc2)CC1CCO (stereo unspecified)
  -1.2	x	-5.2	-5.8	x	0.3	x	3.3
Cc1ccc(C)c(C(O)c2ncc(-c3cccc(C(F)(F)F)c3)[nH]2)c1 (stereo unspecified)
  12.5	3.5	-3.3	x	-1.3	2.8	0.3	1.2
CC1=C(C#N)C2(O)C(=O)c3ccccc3C2(O)N1 (stereo unspecified)
  4.2	-5.6	-7.6	4.2	2.6	5.2	1.6	1.4
O=C1c2ccccc2-c2nc3ccccc3cc21
  10.9	-0.9	-13.8	-26.5	15.9	-1.4	0.0	4.2
CCCC#Cc1cnc2c(c1)C(=O)N([C@@H](C)CO)C[C@@H](C)[C@H](CN(C)C(=O)Cc1ccncc1)O2
  7.3	-4.3	-13.1	-12.1	3.2	0.5	u	0.4
C[C@H](CO)N1C[C@H](C)[C@@H](CN(C)S(=O)(=O)c2ccc(F)cc2)OCCCC[C@H](C)Oc2ccc(NC(=O)c3ccccc3)cc2C1=O
  7.7	-1.3	-21.8	-7.6	5.7	-0.2	0.0	-2.1
Cc1cn(CCC(=O)Nc2ccccc2N2CCOCC2)c2ccccc12
  x	x	9.9	13.3	x	-0.2	-0.2	0.9
Cc1ccc(NC(=O)C(=O)NCc2ccc(/C=C(/C#N)C(=O)NCc3cccnc3)o2)cc1
  -4.0	1.0	x	-7.3	6.5	x	x	x
Cc1cc(NC(=O)CC#N)n(-c2ccccc2)n1
  x	x	-16.0	-3.8	x	-0.5	x	-2.4
CC(Oc1ccccc1Cl)C(=O)/C=C/N(C)C (stereo unspecified)
  1.8	5.7	x	-8.9	9.1	x	x	x
CCCCNC(=O)c1nc2ncc(Br)cn2n1
  7.8	-2.5	x	-3.9	-5.7	x	x	x
CCOC(=O)Cc1cnc(NC(=O)CSc2nc(C)cc(C)n2)s1
  x	x	-11.6	-2.4	x	-1.0	x	-4.1
O=C(CN1CCCc2ccccc21)N1CCc2ccccc21
  x	-4.5	-20.6	-3.0	-16.2	-5.6	x	0.6
CCCN1[C@@H]2Cn3c(ccc(-c4cccc(OC)c4)c3=O)[C@H]1[C@@H](C(=O)NCC)[C@@H]2CO
  -3.3	3.7	-16.2	-17.3	2.0	2.7	-1.6	5.2
Cc1nc(CCNC(=O)CC2C(=O)NCCN2Cc2ccccc2F)sc1C (stereo unspecified)
  -4.3	-0.9	-9.9	-2.9	-11.7	2.7	2.9	0.7
Cc1cc(NC(=O)CSc2nnnn2-c2ccccc2F)no1
  -4.6	-1.9	-26.7	-6.0	4.0	-2.0	0.2	0.1
C[C@H](CO)N1C[C@H](C)[C@@H](CN(C)Cc2ccccc2C(=O)O)Oc2cc(-c3ccc(C(=O)N(C)C)cc3)ccc2S1(=O)=O
  0.0	6.6	-14.8	0.2	8.0	0.4	-0.1	-0.7
CC(=O)N(C)C[C@H]1Oc2cc(-c3ccc(F)cc3)ccc2S(=O)(=O)N([C@@H](C)CO)C[C@H]1C
  -2.0	-0.7	0.5	-14.7	6.0	-1.3	-0.3	-1.6
CC(C)[C@H](NC(=O)Cc1ccccc1)C(=O)OCc1cc(=O)n2c(n1)sc1ccccc12
  x	x	-7.3	-1.9	x	7.7	-1.9	-1.8
Cc1ccc(S(=O)(=O)N(C)C[C@H]2OCCCC[C@H](C)Oc3ccc(NC(=O)CCCN(C)C)cc3C(=O)N([C@H](C)CO)C[C@H]2C)cc1
  -4.9	1.0	42.2	-3.8	2.3	-1.2	x	-7.3
CCOC(=O)C1=C(CC)Nc2ccccc2N=C1NC(=O)c1cc(S(=O)(=O)N(C)C)ccc1Cl
  -7.1	2.1	x	-5.2	0.8	x	x	x
NC(N)=N/N=C/c1ccc(Cl)c(Cl)c1
  x	-8.5	1.8	x	4.0	-6.9	-0.4	8.9

Additional structures
Fields – esBAF inh	PglD inh	RAD52 anneal inh	ARNT TACC3 PPI	RAD54 branch	Casp6 inh	E-sel inducer	ERp5 inh
CCOC(=O)C1CCN(C(=O)CCc2nnc3ccc(NCc4ccco4)nn23)CC1
  -3.3	6.0	-18.3	-18.2	-6.4	13.9	x	2.7
CCN1CCCc2cc(CN(CCN3CCOCC3)C(=S)Nc3ccccc3C)ccc21
  x	x	-11.0	-2.3	x	-6.5	1.0	-4.6
CCCNC(=O)Nc1ccc2c(c1)C(=O)N(C)C[C@@H](OC)[C@@H](C)CN(C(=O)C1CCC1)[C@@H](C)CO2
  -1.3	-0.3	-1.5	-6.6	8.4	1.7	0.0	-7.1
CC(Sc1ccc(Cl)cc1)C(=O)NCC1CCCO1 (stereo unspecified)
  -3.3	7.6	x	9.2	-20.2	x	x	x
CC(C)NC(=O)N(C)C[C@@H]1Oc2ccc(NC(=O)Cc3cn(C)c4ccccc34)cc2C(=O)N([C@@H](C)CO)C[C@H]1C
  -1.6	-1.5	6.5	-4.4	3.5	-1.8	-14.9	-1.9
CC(C)C#Cc1ccc2c(c1)O[C@H](CN(C)CC1CCOCC1)[C@@H](C)CN([C@H](C)CO)S2(=O)=O
  7.5	-0.8	-8.4	15.7	0.4	-0.5	-0.7	-8.1
COc1ccc(/C=C/C(=O)NCCN2CCOCC2)cc1OC
  x	x	-0.7	-2.8	x	-1.6	3.1	-83.0
Cc1cc(N2CC(=O)N(CCc3ccccc3)C(=O)C2)n2ncnc2n1
  -5.4	-4.0	x	4.4	-3.4	x	x	x
C[C@H]1CN([C@@H](C)CO)C(=O)CCCn2cc(nn2)CO[C@H]1CN(C)S(=O)(=O)c1ccccc1F
  3.2	2.4	-0.6	-1.9	1.1	-1.5	0.0	-4.0
NC(=O)NC(=O)CSc1nnc(-c2ccco2)n1Cc1ccccc1
  -4.9	11.2	x	-6.9	-13.8	x	x	x
O=S1(=O)CCSC[C@@H](CN2CCN(c3ccccc3)CC2)N1
  x	x	1.5	x	x	1.6	0.0	4.3
CS(=O)(=O)N1CCCCN2[C@H](CO)[C@@H](c3ccc(Br)cc3)[C@@H]2C1
  -2.1	-0.7	2.6	x	0.5	-0.8	-0.1	2.4
Cc1cccc(OCCCC(=O)Nc2ccc(N3CCOCC3)cc2)c1
  1.2	-4.7	x	5.5	1.3	x	x	x
C/C(=N\NC(=O)CSc1nc2nc(C)cc(C)n2n1)c1ccccc1
  3.1	-3.7	x	4.5	4.1	x	x	x
C[C@@H]1CCCCO[C@@H](CN(C)C(=O)Cc2ccccc2)[C@@H](C)CN([C@@H](C)CO)C(=O)c2cc(NS(=O)(=O)c3ccc(Cl)cc3)ccc2O1
  1.0	-0.7	-12.7	x	-4.1	-2.6	-0.1	-2.0
COc1ccc(C(=O)Nc2ccccc2C(=O)NCC2CCCO2)cc1 (stereo unspecified)
  8.3	1.5	-16.3	0.8	7.0	-2.2	-0.1	4.1
CCCNC(=O)C[C@@H]1CC[C@H]2[C@@H](COC[C@H](O)CN2C(=O)c2ccccn2)O1
  2.7	-1.9	-0.5	-0.9	-0.4	-3.6	-0.1	7.6
O=C(C[C@@H]1CC[C@H]2[C@@H](COC[C@H](O)CN2Cc2ccc(Oc3ccccc3)cc2)O1)Nc1nccs1
  2.7	2.6	-13.2	1.7	1.9	-0.8	0.0	-1.1
CCc1nc2ccccc2c(C(=O)OCC(=O)NC2CCCC2)c1C
  -2.0	x	-6.5	x	x	-0.8	x	3.5
CC(C)Cn1c(N)c(C(=O)COC(=O)c2cccc(F)c2)c(=O)n(C)c1=O
  x	x	-12.3	28.5	x	2.9	0.3	7.5
CN(C(=O)c1ccc(NC(=O)Cc2ccc(NC(=O)C3CCCN(C(=O)CCc4ccccc4)C3)cc2)cc1)C1CC1 (stereo unspecified)
  7.7	-0.8	-26.5	-0.6	2.0	-1.7	0.0	5.7
OC(COc1ccccc1)CN1C2=NCCCN2c2ccccc21 (stereo unspecified)
  -1.0	-6.8	x	-42.3	0.1	x	x	x
Cc1cc(C(=O)NC2CCCc3ccccc32)c(C)o1 (stereo unspecified)
  4.4	-3.1	x	-6.7	-4.3	x	x	x
CC(=NNC(=O)CSCC(=O)NN=C(C)c1ccccc1)c1ccccc1
  -1.8	4.1	4.1	-3.0	-9.0	1.2	0.9	5.3
Cc1cc(NC(=O)COC(=O)c2ccc(F)c(S(=O)(=O)N3CCOCC3)c2)no1
  -3.3	-14.5	x	-10.2	0.2	x	x	x
O=C(OCCOc1ccccc1)c1cc(S(=O)(=O)N2CCOCC2)ccc1Cl
  -2.7	0.6	1.4	-6.8	-7.3	2.4	-0.4	5.1
Fc1ccc(-c2cn3ccccc3n2)cc1
  -27.2	1.2	4.7	5.8	0.9	-1.2	x	2.0
